High-throughput results (PubChem)
PRC2 inh: blocks human EZH2/PRC2 H3K27 methylation | AID 651548 | 0.35% of 57,000 active | inhibition, % at 12.5 µM | DELFIA TRF, 1 h;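 active means mean inhibition of replicates at least 50% and every single replicate also reaching 50%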;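 further: dimethyl H3K27 on biotinylated H3 21-44 peptide detected by antibody; plate controls were median neutral control wells for no effect and median positive control wells for full effect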
IDH1 mut inh: blocks human IDH1 R132H reductase activity; O75874; diaphorase/resazurin fluorescence, 60 min; inhibition, % at 10 µM; 0.18% of 70,000 active; in the data active means inhibition above about 34%;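 further: 0% = DMSO and 100% = no enzyme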
Target sequence (O75874 whole entry R132H): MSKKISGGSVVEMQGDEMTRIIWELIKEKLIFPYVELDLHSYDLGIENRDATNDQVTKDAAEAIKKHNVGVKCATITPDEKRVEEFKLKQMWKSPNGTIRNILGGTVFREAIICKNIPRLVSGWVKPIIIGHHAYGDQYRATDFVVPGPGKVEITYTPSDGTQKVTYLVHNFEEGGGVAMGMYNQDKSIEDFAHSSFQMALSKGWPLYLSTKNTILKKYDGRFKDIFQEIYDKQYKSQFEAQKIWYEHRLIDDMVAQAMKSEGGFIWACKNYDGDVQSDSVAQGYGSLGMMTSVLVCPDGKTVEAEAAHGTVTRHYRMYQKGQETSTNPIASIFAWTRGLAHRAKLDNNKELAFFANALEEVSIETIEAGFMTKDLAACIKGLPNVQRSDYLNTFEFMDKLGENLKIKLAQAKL
* = called active by the depositor; x = no result given; & = joins results of further samples.

SMILES	PRC2 inh	IDH1 mut inh
COCC(=O)N(C)C[C@H]1Oc2cc(-c3ccccc3F)ccc2S(=O)(=O)N([C@H](C)CO)C[C@@H]1C	6	-0.1
COc1ccc(NC(=O)N(C)C[C@@H]2Oc3c(NC(=O)c4cc(C)nn4C)cccc3C(=O)N([C@H](C)CO)C[C@H]2C)cc1	-5	-1.5
COc1ccc(C(=O)N(Cc2nc(-c3ccc(C)cc3)no2)C(C)C)cc1	11	0.0
C[C@@H]1CN([C@@H](C)CO)S(=O)(=O)c2ccc(C#C[C@@H](C)O)cc2O[C@H]1CN(C)C(=O)CC1CC1	-2	x
C[C@H](CO)N1C[C@H](C)[C@@H](CN(C)C)Oc2ncc(C#CC3CCCCC3)cc2C1=O	-27	0.9
Cc1ccc(S(=O)(=O)N(C)C[C@@H]2Oc3ncc(C#CCC(C)C)cc3C(=O)N([C@H](C)CO)C[C@H]2C)cc1	4&-3	x
COc1ccc(C)cc1NC(=O)C(C)NS(=O)(=O)c1ccc(C)cc1 (centres undefined)	-4	0.0
CCCC(=O)Nc1ccc2c(c1)OC[C@H](C)N(C(=O)c1cccnc1)C[C@H](C)[C@@H](OC)CN(C)C2=O	5	0.1
Cc1noc(C)c1NC(=O)Nc1ccc2c(c1)C(=O)N([C@@H](C)CO)C[C@@H](C)[C@@H](CN(C)C(=O)Cc1ccccc1)OCCCC[C@@H](C)O2	x	-3.5
C[C@H]1CN([C@@H](C)CO)C(=O)c2cccc(NC(=O)C3CCCCC3)c2O[C@@H]1CN(C)C(=O)Nc1cccc2ccccc12	-12	-0.1
CO[C@H]1CN(C)C(=O)c2ccc(NC(=O)C3CC3)cc2OC[C@H](C)N(C(=O)c2cnccn2)C[C@H]1C	-4	0.0
CC(C)NC(=O)Nc1ccc2c(c1)C(=O)N([C@H](C)CO)C[C@H](C)[C@@H](CN(C)C(=O)C1CCCCC1)OCCCC[C@@H](C)O2	-9	x
O=C(C[C@H]1C[C@@H]2c3cc(NS(=O)(=O)c4ccccc4)ccc3O[C@@H]2[C@@H](CO)O1)NC1CCCCC1	-12	-0.3
COC(=O)c1ccc(NC(=O)CSc2nnc(-c3cnccn3)n2C)cc1	-2	0.5
COCC(=O)Nc1ccc2c(c1)C(=O)N(C)C[C@@H](OC)[C@@H](C)CN(Cc1ccncc1)[C@H](C)CO2	28	-0.2
C[C@H](CO)N1C[C@H](C)[C@@H](CN(C)Cc2ccccn2)Oc2cc(C#CC3CC3)ccc2S1(=O)=O	7	-0.1
CO[C@H]1CN(C)C(=O)c2cc(NC(=O)Nc3cc(F)ccc3F)ccc2OC[C@H](C)N(C(=O)c2cnccn2)C[C@H]1C	-16	0.0
COc1ccc(S(=O)(=O)NCc2ccccn2)c(Cl)c1Cl	-9	-0.3
C[C@@H]1CN([C@@H](C)CO)C(=O)c2cc(Br)cnc2O[C@@H]1CN(C)CC1CCCC1	-2	0.5
CO[C@@H]1CN(C)C(=O)c2cc(NS(C)(=O)=O)ccc2OC[C@H](C)N(C)C[C@H]1C	0	0.1
Cc1ccc(S(=O)(=O)N[C@H]2CC[C@@H](CCNC(=O)C3CCOCC3)O[C@@H]2CO)cc1	-7	0.0
C[C@@H]1CN([C@H](C)CO)S(=O)(=O)c2ccc(C#C[C@@H](C)O)cc2O[C@H]1CN(C)C(=O)CN(C)C	6	0.2
Cc1noc(C)c1NC(=O)Nc1ccc2c(c1)C(=O)N([C@H](C)CO)C[C@H](C)[C@H](CN(C)C)O2	x	2.8
CCC(=O)N(C)C[C@@H]1Oc2cc(-c3ccccc3)ccc2S(=O)(=O)N([C@@H](C)CO)C[C@@H]1C	-12	-3.9
Cc1noc(C)c1S(=O)(=O)Nc1ccc2c(c1)C(=O)N([C@@H](C)CO)C[C@@H](C)[C@H](CN(C)C(=O)Nc1cccc3ccccc13)OCCCC[C@@H](C)O2	x	1.0
COc1cccc(CN(C)C[C@H]2OCc3cnnn3CCCC(=O)N([C@H](C)CO)C[C@H]2C)c1	6	x
COC(=O)c1ccccc1NC(=O)CC(O)(C(F)(F)F)C(F)(F)F	-4	0.4
C[C@H]1CN([C@@H](C)CO)C(=O)Cc2cc(NS(=O)(=O)c3ccccc3)ccc2O[C@H]1CN(C)S(C)(=O)=O	x	-0.4
CS(=O)(=O)Nc1ccc2c(c1)[C@@H]1C[C@@H](CC(=O)NC3CCCCC3)O[C@H](CO)[C@@H]1O2	2	0.2
CC(C)c1cn(CC[C@H]2CC[C@@H](NC(=O)Nc3cc(Cl)cc(Cl)c3)[C@H](CO)O2)nn1	5	0.2
CNC[C@H]1Oc2ccc(NS(=O)(=O)c3ccc(OC)cc3)cc2CC(=O)N([C@H](C)CO)C[C@@H]1C	0	-7.3
CCn1c(SCC(=O)Nc2cccc(SC)c2)nnc1-c1ccccc1Cl	4	-0.2
COCC#Cc1cnc2c(c1)C(=O)N([C@@H](C)CO)C[C@H](C)[C@H](CN(C)S(=O)(=O)c1cn(C)cn1)O2	-12	-0.1
Cc1noc(C)c1NC(=O)N[C@H]1CC[C@@H](CC(=O)NCc2ccc(Cl)c(Cl)c2)O[C@H]1CO	4	0.4
C[C@@H]1CN([C@H](C)CO)C(=O)c2cc(NC(=O)Cn3cnnn3)ccc2O[C@@H]1CN(C)S(C)(=O)=O	x	-0.2
CS(=O)(=O)Nc1ccc2c(c1)[C@@H]1C[C@H](CC(=O)N3CCc4ccccc4C3)O[C@H](CO)[C@@H]1O2	-15	-0.3
CN(C)CC(=O)N[C@H]1CC[C@@H](CC(=O)NCc2ccc(Cl)cc2)O[C@H]1CO	-2	-0.1
C[C@@H]1CCCCO[C@@H](CN(C)C(=O)Nc2ccc(C(F)(F)F)cc2)[C@H](C)CN([C@@H](C)CO)C(=O)c2cc(NC(=O)NC3CCCCC3)ccc2O1	x	-1.4
CO[C@@H]1CN(C)C(=O)c2ccc(NC(C)=O)cc2OC[C@@H](C)N(S(=O)(=O)c2cn(C)cn2)C[C@H]1C	2	-0.3
COc1ccc(NC(=O)C(=O)NCC(=O)Nc2cccc(C(F)(F)F)c2)cc1	-14	0.0
C[C@H]1CN([C@@H](C)CO)C(=O)c2cc(-c3ccccc3)cnc2O[C@@H]1CN(C)C(=O)Cc1ccccn1	-3	x
C[C@H](O)C#Cc1cnc2c(c1)C(=O)N([C@H](C)CO)C[C@H](C)[C@H](CN(C)C(=O)Cc1ccncc1)O2	4	x
Cc1ccc(NC(=O)CNC(=O)c2ccc([N+](=O)[O-])cc2)cc1	-14	0.0
CS(=O)(=O)N(CC(=O)Nc1cccc(Cl)c1Cl)c1ccc(F)c(Cl)c1	-17	-0.5
COC(=O)CCCCCCC(=O)N/N=C/c1cc(OC)c(O)cc1Br	14	x
COc1ccc(S(=O)(=O)Nc2ccc3c(c2)C(=O)N([C@H](C)CO)C[C@@H](C)[C@@H](CN(C)CC2CCCCC2)OCCCC[C@@H](C)O3)cc1	x	1.1
CO[C@@H](CN(C)Cc1ccc2c(c1)OCO2)[C@H](C)CN(C(=O)c1ccccc1)[C@@H](C)CO	4	-0.1
C[C@@H]1CN([C@H](C)CO)C(=O)c2cc(N(C)C)ccc2O[C@@H]1CN(C)C	4	1.1

Quoted at random: 6 entries already listed.
SMILES	PRC2 inh	IDH1 mut inh
CN(C)CC(=O)N[C@H]1CC[C@@H](CC(=O)NCc2ccc(Cl)cc2)O[C@H]1CO	-2	-0.1
C[C@H]1CN([C@@H](C)CO)C(=O)c2cc(-c3ccccc3)cnc2O[C@@H]1CN(C)C(=O)Cc1ccccn1	-3	x
C[C@@H]1CCCCO[C@@H](CN(C)C(=O)Nc2ccc(C(F)(F)F)cc2)[C@H](C)CN([C@@H](C)CO)C(=O)c2cc(NC(=O)NC3CCCCC3)ccc2O1	x	-1.4
CO[C@@H](CN(C)Cc1ccc2c(c1)OCO2)[C@H](C)CN(C(=O)c1ccccc1)[C@@H](C)CO	4	-0.1
C[C@H](O)C#Cc1cnc2c(c1)C(=O)N([C@H](C)CO)C[C@H](C)[C@H](CN(C)C(=O)Cc1ccncc1)O2	4	x
CS(=O)(=O)N(CC(=O)Nc1cccc(Cl)c1Cl)c1ccc(F)c(Cl)c1	-17	-0.5

The list goes on.
SMILES	PRC2 inh	IDH1 mut inh
C[C@H](CO)N1C[C@H](C)[C@@H](CN(C)Cc2ccc(C(F)(F)F)cc2)Oc2c(NS(=O)(=O)c3ccc(Cl)cc3)cccc2C1=O	x	0.3
C[C@H]1CN([C@@H](C)CO)C(=O)Cc2cc(NC(=O)Nc3ccccc3)ccc2O[C@@H]1CN(C)C(=O)Nc1ccccc1	-3	-1.2
C[C@@H]1CN([C@@H](C)CO)C(=O)c2cccc(NC(=O)C3CCOCC3)c2O[C@@H]1CN(C)Cc1ccc(Cl)c(Cl)c1	-3	-0.3
C/C=C/c1ccc2c(c1)O[C@@H](CN(C)C(=O)c1cccc(F)c1)[C@H](C)CN([C@@H](C)CO)S2(=O)=O	-8	-9.2
C[C@H]1CN([C@@H](C)CO)C(=O)c2cccc(NC(=O)c3ccc(-c4nccs4)cc3)c2O[C@H]1CN(C)CC1CC1	x	-0.3
O=C(Nc1ccccc1F)N[C@H]1CC[C@H](CCNC(=O)C2CCOCC2)O[C@H]1CO	-10	0.1
C[C@H](NC(=O)C[C@H]1C[C@H]2c3cc(NC(=O)Cc4ccncc4)ccc3O[C@H]2[C@H](CO)O1)c1ccccc1	-7	3.2
Cc1ccc(S(=O)(=O)Nc2ccc3c(c2)CC(=O)N([C@@H](C)CO)C[C@H](C)[C@@H](CN(C)C(=O)Nc2ccccc2)O3)cc1	6	-4.4
O=C(CC1(O)C(=O)Nc2ccccc21)c1ccc(-n2cccc2)cc1 (centres undefined)	-4	0.5
COc1ccc(CN(C)C[C@H]2Oc3ccc(NC(=O)C4CC4)cc3C(=O)N([C@@H](C)CO)C[C@H]2C)cc1	x	1.0
Cc1cc(C)n(C(=O)c2ccc(COc3c(F)c(F)cc(F)c3F)o2)n1	14	-0.4
C[C@@H]1CCCCO[C@@H](CN(C)Cc2ccc(C(=O)O)cc2)[C@H](C)CN([C@H](C)CO)C(=O)c2cc(NC(=O)Nc3ccc(C(F)(F)F)cc3)ccc2O1	x	2.3

The final 6 compounds of the part before open the next one.
SMILES	PRC2 inh	IDH1 mut inh
C[C@H](NC(=O)C[C@H]1C[C@H]2c3cc(NC(=O)Cc4ccncc4)ccc3O[C@H]2[C@H](CO)O1)c1ccccc1	-7	3.2
Cc1ccc(S(=O)(=O)Nc2ccc3c(c2)CC(=O)N([C@@H](C)CO)C[C@H](C)[C@@H](CN(C)C(=O)Nc2ccccc2)O3)cc1	6	-4.4
O=C(CC1(O)C(=O)Nc2ccccc21)c1ccc(-n2cccc2)cc1 (centres undefined)	-4	0.5
COc1ccc(CN(C)C[C@H]2Oc3ccc(NC(=O)C4CC4)cc3C(=O)N([C@@H](C)CO)C[C@H]2C)cc1	x	1.0
Cc1cc(C)n(C(=O)c2ccc(COc3c(F)c(F)cc(F)c3F)o2)n1	14	-0.4
C[C@@H]1CCCCO[C@@H](CN(C)Cc2ccc(C(=O)O)cc2)[C@H](C)CN([C@H](C)CO)C(=O)c2cc(NC(=O)Nc3ccc(C(F)(F)F)cc3)ccc2O1	x	2.3
C[C@H]1CCCCO[C@H](CN(C)Cc2ccncc2)[C@@H](C)CN([C@@H](C)CO)C(=O)c2cc(NS(C)(=O)=O)ccc2O1	7	2.8
COc1cccc(NC(=O)N(C)C[C@@H]2Oc3cc(-c4cccc(C(=O)N(C)C)c4)ccc3S(=O)(=O)N([C@@H](C)CO)C[C@H]2C)c1	6	-0.8
Cc1ccc(-c2nc(S(=O)(=O)c3ccc(Br)cc3)c(SCC(N)=O)o2)cc1	1	3.2
COc1ccc(S(=O)(=O)N(C)C[C@@H]2Oc3c(NS(=O)(=O)c4cccs4)cccc3C(=O)N([C@@H](C)CO)C[C@@H]2C)cc1	x	2.3
Cc1ccc(S(=O)(=O)N(C)C[C@H]2OCCCC[C@H](C)Oc3ccc(NC(=O)Nc4ccccc4)cc3C(=O)N([C@@H](C)CO)C[C@H]2C)cc1	x	-6.0
COc1cccc(C(=O)Nc2ccc3c(c2)OC[C@H](C)N(C(C)=O)C[C@@H](C)[C@@H](OC)CN(C)C3=O)c1	6	0.0
CC(C)NC(=O)N[C@H]1C=C[C@H](CC(=O)NC2Cc3ccccc3C2)O[C@@H]1CO	2	0.5
CCCC(=O)Nc1ccc2c(c1)C(=O)N(C)C[C@@H](OC)[C@H](C)CN(Cc1cncnc1)[C@@H](C)CO2	0	0.0
Cc1ccc(-c2cnc3c(c2)C(=O)N([C@@H](C)CO)C[C@H](C)[C@H](CN(C)C(=O)Cc2cccnc2)O3)cc1	x	0.3
C[C@H]1CN([C@@H](C)CO)C(=O)c2cc(C3=CCCC3)cnc2O[C@H]1CN(C)Cc1ccccc1	x	-0.2
COc1ccc(NC(=O)NCc2cccnc2)cc1OC	-23	-0.1
CCCC(=O)Nc1ccc2c(c1)C(=O)N(C)C[C@H](OC)[C@H](C)CN(Cc1ccccc1F)[C@@H](C)CO2	-13	0.1
CCc1ccc(OCC(=O)Nc2ccc3oc(-c4ccc(OC)cc4)nc3c2)cc1	-4	-0.1
CC(C)NC(=O)N(C)C[C@@H]1Oc2ccc(NS(=O)(=O)c3cccs3)cc2CC(=O)N([C@H](C)CO)C[C@H]1C	x	2.0
C[C@@H]1CN([C@@H](C)CO)C(=O)c2cc(NC(=O)Nc3ccc4c(c3)OCO4)ccc2O[C@H]1CN(C)S(=O)(=O)c1cn(C)cn1	x	-12
C[C@@H]1CN([C@H](C)CO)S(=O)(=O)c2ccc(C3=CCCC3)cc2O[C@H]1CN(C)Cc1ccccn1	2	0.3
COc1ccc(OC)c(C2C(C(=O)Nc3ccccc3OC)=C(C)Nc3ncnn32)c1 (centres undefined)	-15	0.3
COc1ccc(NC(=O)N(C)C[C@@H]2Oc3ncc(C#Cc4ccc(OC)c(OC)c4)cc3C(=O)N([C@H](C)CO)C[C@@H]2C)cc1	x	0.4
Cn1c(=O)c2ccccc2n(CC(=O)Nc2ccccc2[N+](=O)[O-])c1=O	-20	-0.1
CCOC(=O)c1c(NC(=O)C(C)Oc2ccccc2)sc(C)c1C (centres undefined)	x	-0.5

These rows are one share of the data (hit frequency here may not be typical).
